S-ASM inh – human S-ASM enzyme inhibition; Potency, µM (highest dose often 57.5 µM), without a hit: at the highest dose activity change, negative = inhibition, hits mostly inhibitors; placental ASM, HMU-PC fluorogenic substrate, 60 min; P17405; 0.006% of 340,000 active; note: potency is the fitted concentration of half-maximal effect
Target sequence (P17405 47-631 limits assumed): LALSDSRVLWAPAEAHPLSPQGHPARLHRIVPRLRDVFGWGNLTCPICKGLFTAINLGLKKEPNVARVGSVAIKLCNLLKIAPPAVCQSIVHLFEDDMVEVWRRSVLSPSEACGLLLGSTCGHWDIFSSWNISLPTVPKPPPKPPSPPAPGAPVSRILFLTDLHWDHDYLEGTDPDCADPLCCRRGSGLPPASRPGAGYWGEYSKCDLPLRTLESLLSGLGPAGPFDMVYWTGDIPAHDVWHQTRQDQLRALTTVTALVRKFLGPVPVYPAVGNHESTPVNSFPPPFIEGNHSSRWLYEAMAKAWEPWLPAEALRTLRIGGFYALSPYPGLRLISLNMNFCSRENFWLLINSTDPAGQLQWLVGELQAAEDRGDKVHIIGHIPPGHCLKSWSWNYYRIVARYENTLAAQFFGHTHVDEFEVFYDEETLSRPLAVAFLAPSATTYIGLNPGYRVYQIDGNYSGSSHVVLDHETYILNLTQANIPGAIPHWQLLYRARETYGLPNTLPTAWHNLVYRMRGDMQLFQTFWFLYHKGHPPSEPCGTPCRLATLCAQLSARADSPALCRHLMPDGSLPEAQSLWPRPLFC
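Human placenta-derived ASM enzyme was preincubated with compound for 10 minutes at room temperature, then given fluorogenic substrate HMU-PC0 (9 uM final) for 60 minutes at 37 °C; a pH 10 stop preceded fluorescence reading at Ex 386/Em 447 nm.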
USP2a block – inhibitors of human ubiquitin-specific protease USP2a; Potency, µM (doses to about 38.3 µM), for the others: at the highest dose activity change, negative = inhibition, hits mostly inhibitors; AID 463254; 0.01% of 330,000 active; USP2 core, Ub-CHOP2 coupled fluorogenic reporter, 485/531;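 note: potency is the fitted concentration of half-maximal effect; plate controls were DMSO wells for no effect and full inhibition by NEM control for full effect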
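Cell-free coupled assay: 10nM USP2 core preincubated 30min RT with compound in Tris-HCl pH 8.0/CaCl2/CHAPS buffer, then 25nM Ub-CHOP2 and 25nM reporter substrate; fluorescence (Ex 485/Em 531) read after 60min RT, normalized to NEM inhibition, concentration-response curves fitted.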
Menin-MLL TR inh – displaces Texas Red mutant MLL peptide from human menin | Menin + Texas Red MLL mutant peptide, fluorescence polarization | O00255 | Potency, µM (series often up to 61.6 µM), inactives show at the highest dose FP activity change, negative = inhibition, usual class: inhibitors | 0.23% of 270,000 active; active = well fitted inhibition curve with a large enough effect in the polarisation, with a control signal flat, not every such curve was filed as active; inconclusive = small, poorly fitted or top-dose-only effect, or effect the other way, or a change in a side signal; inactive = no such curve, though single readings can be large or run the other way; the % refers to the polarisation; note: potency is the fitted concentration of half-maximal effect; % of control where 0% means no effect; many of its hits are not listed in these tables
Chronic BCR inh – chronic active BCR signaling inhibition; 0.05% of 340,000 active; ABC-DLBCL IkBa-CBG/CBR reporter, luminescence ratio, 4 h; Potency, µM (top dose mostly 46.1 µM), for the others: top-dose ratio change, negative = lower green/red ratio, actives largely listed as inhibitors; active = well fitted inhibition curve with a large enough effect in the signal ratio, with a control signal flat, not every such curve was filed as active; inconclusive = small, poorly fitted or top-dose-only effect, or effect the other way, or a change in a side signal; the % refers to the signal ratio;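 note: potency is the fitted concentration of half-maximal effect; plate controls were basal doxycycline-induced cells for no effect and cells given 10 µM MG132 for full effect; MG132 reads +100%, hits lower the ratio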
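Doxycycline induced both beetle luciferases in TMD8 lymphoma cells; IKK-driven degradation limits the IkappaBalpha-fused green signal, while red luminescence normalises for cell number and nonspecific effects. Compounds tested up to 46 uM, 4 hrs.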
PKM2 act – increases activity of human pyruvate kinase M2. P14618. purified PKM2, Kinase-Glo ATP luminescence, activation; response scale: 0% is enzyme alone, no compound. Potency, µM (top dose mostly 57.5 µM), without a hit: top-dose activation, usual class: activators. 0.34% of 260,000 active; note: potency is the fitted concentration of half-maximal effect; % is set by controls: 0 for no effect and ±100 for the full control effect; nearly all actives have a fitted effect of over 55% in size
Target sequence (P14618 whole entry, looked up): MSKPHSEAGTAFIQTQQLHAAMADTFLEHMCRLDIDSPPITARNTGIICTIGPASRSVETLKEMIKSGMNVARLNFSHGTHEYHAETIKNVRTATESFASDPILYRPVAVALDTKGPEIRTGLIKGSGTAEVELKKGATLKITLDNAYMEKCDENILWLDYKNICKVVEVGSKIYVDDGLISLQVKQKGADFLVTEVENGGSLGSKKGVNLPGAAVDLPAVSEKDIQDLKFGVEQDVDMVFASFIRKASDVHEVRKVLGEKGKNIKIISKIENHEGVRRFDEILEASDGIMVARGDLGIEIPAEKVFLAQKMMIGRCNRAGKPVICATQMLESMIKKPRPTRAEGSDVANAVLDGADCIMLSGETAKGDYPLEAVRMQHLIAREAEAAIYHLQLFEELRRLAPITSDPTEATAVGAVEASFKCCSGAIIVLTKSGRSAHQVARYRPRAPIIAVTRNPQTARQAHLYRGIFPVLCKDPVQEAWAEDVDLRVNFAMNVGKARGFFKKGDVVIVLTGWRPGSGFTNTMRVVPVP
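ATP formation by purified human PK-M2, quantified via coupled luciferase luminescence after 1 h at room temperature with 0.1 mM ADP and 0.5 mM PEP final.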
MBNL1 CUG block – inhibitors of human MBNL1 binding to CUG repeat RNA. Potency, µM (top dose mostly 57.5 µM), without a hit: at the top dose activity change, negative = inhibition, usual class: inhibitors. AID 2675. 0.036% of 280,000 active. TR-FRET MBNL1-His/biotin-(CUG)12 binding, 665/545 ratio. Q9NR56; active = well fitted inhibition curve with a large enough effect in the signal ratio, with a control signal flat, not every such curve was filed as active; inconclusive = small, poorly fitted or top-dose-only effect, or effect the other way, or a change in a side signal; inactive = no such curve, though single readings can be large or run the other way; the % refers to the signal ratio; note: potency is the fitted concentration of half-maximal effect; % is set by controls: 0 for no effect and ±100 for the full control effect
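His-tagged MBNL1 binding to biotinylated (CUG)12 RNA was measured by TR-FRET using terbium anti-His antibody (0.055 ng/ul final) and streptavidin-XL665 (5 nM final). Compounds were titrated 92 nM to 58 uM; 60 min at room temperature.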
Mito fusion yeast – inhibitors of mitochondrial division or activators of mitochondrial fusion; AID 485298; Potency, µM (series often up to 46.1 µM), for the others: at the top dose growth rescue (activation), hits mostly activators; 0.23% of 320,000 active; S. cerevisiae fusion-defective mutant growth rescue, CellTiterGlo 48 h;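 note: potency is the fitted concentration of half-maximal effect; % of control where 0% means no effect; nearly all actives have a fitted effect of over 45% in size; temperature-sensitive fusion mutants such as fzo1-1 at 37 °C on non-fermentable ethanol glycerol medium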
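Growth-rescue viability read-out: after 48 h at the non-permissive 37C in glycerol/ethanol YPEG, yeast mitochondrial fusion mutants are measured by CellTiterGlo luminescence; compounds (23 nl pinned per well) restoring growth score as division inhibitors or fusion activators.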
Eya2 inh – Eya2 (human) phosphatase inhibition | Potency, µM (series often up to 76.9 µM), without a hit: at the top dose activity, negative = inhibition, hits mostly inhibitors | O00167 | 0.006% of 330,000 active | recombinant Eya2, OMFP fluorescence dephosphorylation (OMFP is methylfluorescein phosphate); note: potency is the fitted concentration of half-maximal effect; % is set by controls: 0 for no effect and ±100 for the full control effect
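Eya2 (0.2 uM) preincubated 10 min at ambient with compound, then OMFP substrate added at 50 uM; 10 min reaction in 50 mM HEPES pH 7.5, 50 mM NaCl, 5 uM MgCl2, 0.05% BSA, 1 mM DTT. Fluorescence read at Ex 485/Em 525 nm.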
TSHR antagonist – blocks TSH signaling through the human TSH receptor. P16473. TSHR-expressing cells, TSH-stimulated cAMP HTRF, 2 h; hits give low values. activity change, negative = inhibition, % at 11.5 µM. 0.2% of 330,000 active. AID 504810;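 active = activity change below a set negative limit, meaning inhibition stronger than a set level, cut at about -70% in these data; inconclusive = activity change between two set negative limits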; note: % is set by controls: 0 for no effect and ±100 for the full control effect
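Inhibition of cAMP made by TSHR-expressing cells under TSH stimulation (4nM final, EC80; 2 h, 37 deg C) is quantified with a one-step lysis HTRF kit, anti-cAMP cryptate versus cAMP-d2.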
hERG WT inh – KCNH2 (human, wildtype) channel inhibition; Q12809; U2OS, BacMam KCNH2, thallium flux FluxOr; hits give low values; activity change, % at 1.84 µM; 0.37% of 340,000 active;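 active = maximum activity change below -70%; inconclusive = maximum activity change between -70% and -50%; inactive = maximum activity change above -50%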; note: % is set by controls: 0 for no effect and ±100 for the full control effect
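U2OS cells transduced with wild-type KCNH2 virus are loaded with FluxOr dye for 45 min, and thallium flux is measured in kinetic reads before and after stimulation buffer. Rate constants are normalized to DMSO controls.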
GALK inhibitor – inhibitors of human galactokinase; P51570; Purified GALK, Kinase-Glo residual ATP luminescence; Potency, µM (doses to about 57.5 µM), for inactives: at the highest dose activity change, negative = inhibition, hits mostly inhibitors; 0.007% of 270,000 active; note: potency is the fitted concentration of half-maximal effect; % is set by controls: 0 for no effect and ±100 for the full control effect
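Quantitative HTS: GALK 5 nM, ATP 35 uM, galactose 100 uM, 1 h room temperature, then luciferase-based ATP detection.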
* marks the source's active call; other numbers are inactive results; ? = inconclusive; nt = not tested or not shown; [ ] = dose if it differs, or a comment. Unless noted, calls come from the whole dose curve; as a rule, active = well fitted curve in the direction sought with a large enough effect; inconclusive = small, poorly fitted or top-dose-only effect, or another doubt; inactive = no such curve, though single readings can be large; an effect the other way counts as inactive or inconclusive.

SMILES | S-ASM inh | USP2a block | Menin-MLL TR inh | Chronic BCR inh | PKM2 act | MBNL1 CUG block | Mito fusion yeast | Eya2 inh | TSHR antagonist | hERG WT inh | GALK inhibitor
COc1ccc(-c2[nH]ncc2CN2CCC(N3CCSCC3)CC2)cc1F | 0% | 0% | -1% | 4% | 19% | ? | -2% | 4% | 25 | 20 | -3%
COCCn1c(SCC(=O)N2CCCCC2)nc2c(c1=O)SC(C)C2 (configuration not stated) | 3% | 1% | 0% | 6% | -4% | 13% | 3% | -3% | 16 | -4 | -4%
Cc1cc(NC(=S)NC(=O)c2ccccc2)ccc1-c1cc2ccccc2oc1=O | -1% | 3% | -23% | ? | 9% | nt | 0% | 4% | -7 | 7 | 0%
COc1ccc(S(=O)(=O)N(CCc2ccccc2)CC(N)=O)cc1 | 0% | 0% | -18% | -16% | 21% | 8% | -6% | 14% | 7 | 5 | 5%
CCOC(=O)c1ccc2[nH]c(C)c(CCC(C)=O)c(=O)c2c1 | 7% | 2% | -7% | 14% | 15% | -5% | -13% | -6% | -36 | 8 | 8%
CCCN(CCC)C(=O)CC(c1ccccc1)c1cc(C)ccc1O (configuration not stated) | -2% | -2% | -11% | ? | -2% | 5% | 12% | 13% | 5 | -6 | 1%
COc1ccccc1NCC(=O)Nc1cc(S(=O)(=O)N2CCOCC2)ccc1N1CCOCC1 | -3% | 0% | 2% | 4% | -6% | -2% | 1% | 10% | -2 | 17 | 8%
O=S(=O)(c1ccc2c(c1)OCCO2)N1CCC(n2nnc3cc(F)ccc32)CC1 | -2% | 2% | 33%[activator] | 11% | 8.9µM* | -7% | 5% | -15% | 6 | 17 | -2%
COc1ccc(C2CC(c3ccccc3)=NN2c2ccc(/C=N/NC(=O)c3ccncc3)cc2)cc1 (configuration not stated) | 235% | -2% | ? | ? | 0% | 9% | 18% | -7% | 13 | 5 | 0%
COc1cccc(C2/C(=C(/O)c3ccccc3)C(=O)C(=O)N2Cc2ccco2)c1 (configuration not stated) | -1% | 4% | nt | 5% | ? | 6% | -1% | -15% | 15 | -12 | 0%
Cc1ccc2c(c1)C=CC(C)(C)S2(=O)=O | -2% | 3% | -6% | 1% | -3% | -9% | 2% | 1% | 5 | 5 | 2%
COc1ccc(NC(=O)CSc2nnc(-c3ccccc3Cl)n2Cc2ccco2)c(OC)c1 | -1% | ? | ? | ? | 20% | -15% | ? | 1% | 6 | 0 | 3%
O=C1NC(=S)S/C1=C\c1coc2ccccc2c1=O | 11% | -1% | 37%[activator] | ? | -7% | 13% | 3% | 21% | -15 | nt | 0%
COc1ccc2c(c1)S(=O)(=O)c1ccccc1N2 | -1% | 0% | nt | 7% | -4% | -1% | 5% | 4% | 4 | -3 | -3%
COc1ccc(CONS(=O)(=O)c2ccc(NC(C)=O)cc2)cc1Cl | -3% | -1% | 8% | -5% | -2% | -6% | 0% | 7% | -1 | -15 | 5%
CCN(CC)c1ccc(NC(=O)COC(=O)CCC(=O)c2ccc(F)cc2)cc1 | -1% | -1% | 0% | ? | -5% | -1% | 5% | -34% | -7 | 10 | -2%
Cc1ccc(C(=O)NCC(=O)N2CCC(Cc3ccccc3)CC2)cc1 | -1% | 1% | nt | 1% | -2% | -12% | 1% | 1% | -28 | 6 | -6%
CCCn1nnnc1NCc1ccc(SC)cc1 | 0% | 0% | 9% | -6% | -1% | -10% | 2% | -25% | -2 | 8 | -4%
O=C(NC1=NCCS1)C12CC3CC(C1)CC(C(=O)NC1=NCCS1)(C3)C2 | 6% | 1% | 20% | 2% | -2% | 1% | -3% | 0% | -5 | 6 | -2%
CN(C)S(=O)(=O)c1cccc(NC(=O)c2cc3ccccc3o2)c1 | -6% | -2% | -1% | ? | 1% | -3% | -4% | -20% | -7 | 1 | 1%
CCCS(=O)(=O)N1CCN(Cc2ccco2)CC1 | 0% | -1% | 4% | 3% | 16% | 1% | -4% | -16% | 16 | -9 | 0%
CCC1(c2ccc(F)cc2)NC(=O)N(CC(=O)NCc2ccccc2Cl)C1=O (configuration not stated) | 1% | -1% | 9% | 0% | nt | -4% | -4% | -9% | 14 | 1 | 5%
O=C(O)c1ccccc1NS(=O)(=O)c1cccc2cccnc12 | 4% | 2% | 5% | ? | -2% | -3% | -3% | 8% | 9 | 1 | -3%
CCc1ccc(NC(=O)CC2C(=O)NCCN2C(=S)Nc2ccccc2)cc1 (configuration not stated) | -9% | 0% | ? | -6% | 8% | -8% | -6% | 8% | 6 | -3 | 1%
CCCCOCCCNC(=O)c1ccc([N+](=O)[O-])c(C)c1 | 2% | 4% | 2% | -1% | 4% | 24% | 0% | -5% | -1 | 0 | 3%
COc1cccc(CN=c2c([N+](=O)[O-])nn(-c3ccccc3C)n2O)c1 | 0% | -1% | -14% | 10% | 18% | ? | -2% | -3% | -2 | 19 | 4%
Cc1ccc(-c2noc(CSc3nc(N)cc(N)n3)n2)cc1 | 3% | 1% | -5% | ? | -5% | 1% | 9% | -3% | -5 | -12 | 0%
COc1cccc(N2CCN(C(=S)Nc3ccc(C)cc3C)CC2)c1 | -1% | 0% | 11% | -1% | 4% | -1% | -8% | -6% | -8 | -12 | 0%
O=C(NCc1cccnc1)c1cc(-c2cccs2)on1 | 1% | 0% | 15% | -5% | 0% | 28% | 0% | -10% | 2 | 14 | 0%
O=C(O)Cn1c(SCc2ccccc2)nc2ccccc21 | 0% | -2% | 7% | ? | -11% | -5% | 0% | 4% | -6 | -2 | -3%
CN(C)c1ccc(NC(=O)C[n+]2ccccc2)cc1 | -4% | -1% | -9% | 5% | nt | -2% | -6% | 8% | -8 | 0 | nt
O=C(/C=C/c1ccco1)NC(=S)Nc1ccccc1Br | -3% | 1% | 50%[activator] | ? | 1%[11.5 µM] | 0% | -24% | -2% | 10 | -4 | 6%
O=C1CN(c2nc(-c3cccnc3)nc3scc(-c4ccccc4)c23)CCN1 | 2% | 13% | -2% | -12% | 1% | 6% | -2% | 19% | -11 | 1 | -3%
CN(C)c1ccc(N/C=C/C(=O)c2ccccc2)cc1 | -7% | 1% | ? | ? | -53% | 32%[activator] | -6% | -21% | -14 | -25 | 11%
COC(=O)CSc1nnc(C)n1-c1ccc(C)cc1 | -2% | 4% | 0% | 20% | 0% | -1% | -3% | 2% | 12 | -2 | 0%
CC(C)NC(=S)NNc1nc2ccccc2s1 | -6% | 1% | 3% | ? | -23% | -4% | -6% | -7% | -5 | 1 | -1%
CC(C)Cc1nnc(NC(=O)Cc2cccs2)s1 | 1% | 0% | ? | 4% | 4% | -6% | -3% | 3% | -2 | -16 | 0%
Cc1ccc(C(O)P(=O)(OC(C)C)c2ccc(N(C)C)cc2)cc1 (configuration not stated) | 2% | 3% | nt | -1% | -11% | -13% | -3% | 8% | 3 | 11 | -2%
C#CCOCCOCCOCCNc1nc(N2CCN(C(=O)CCCCCCCCCCNC(=O)Cn3cc(CCCCCN)nn3)CC2)nc(N2CCN(C(=O)CCCCCCCCCCNC(=O)Cn3cc(CCCCCN)nn3)CC2)n1 | -3% | ? | nt | ? | nt | nt | -6% | -34% | -5 | -2 | nt
CCCCn1nc2cc(C(=O)NCc3cc(C(F)(F)F)cc(C(F)(F)F)c3)ccc2c1OCC | 43%[activator] | 0% | -27% | 10% | 1% | -2% | -8% | ? | 4 | -4 | -4%
Cn1nc(C(F)(F)F)cc1C(=O)O | 0% | 0% | nt | ? | -1% | 4% | -3% | -7% | -5 | -5 | 0%
COc1ccccc1NC(=O)Nc1nc(CC(=O)N2CCN(c3ccccc3)CC2)cs1 | -6% | -3% | nt | ? | nt | nt | -19% | 2% | -11 | 2 | nt
COc1ccc(-c2cc(C(=O)NC(C(=O)O)C(C)C)c(C)o2)cc1OC (configuration not stated) | -2% | 4% | 2% | ? | 1% | -4% | 2% | 14% | -1 | 3 | 9%

Some of the compounds tested. The share of hits here may be higher or lower than overall.
